# TPT1 inh = Candida albicans TPT1 enzyme inhibitors, primary screen, biochemical, fluorescence polarization; recombinant caTPT1, FP RNA substrate dephosphorylation; tRNA 2'-phosphotransferase TPT1 (Candida albicans SC5314); 300,000 tested, 0.81% active; AID 1962, 2009; inhibition, % at 5 µM;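 active = inhibition above the mean of all tested compounds plus 3 SD, set per screening campaign, cut at about 24% in these data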;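 also: plate controls were DMSO alone for no effect and ferristatin control at 100 nM for full effect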
# PME-1 inh = PME-1 inhibitors via competitive probe labeling, primary screen, biochemical, fluorescence polarization, FP-Rh probe, HTS. recombinant PME-1. inhibition, % at 5.9 µM. 320,000 tested, 0.53% active. AID 2130, 2009;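 active = inhibition above the campaign mean of all compounds plus 3 SD, cut at about 26% in these data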;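 also: competitive labeling of PME-1 active site by serine hydrolase directed probe; 0% = PME-1 with DMSO and 100% = wells lacking PME-1 enzyme; inhibitors block probe labeling so polarization falls and inhibition rises; many of its hits are not listed in these tables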
# Target sequence (Q9Y570 whole entry, looked up): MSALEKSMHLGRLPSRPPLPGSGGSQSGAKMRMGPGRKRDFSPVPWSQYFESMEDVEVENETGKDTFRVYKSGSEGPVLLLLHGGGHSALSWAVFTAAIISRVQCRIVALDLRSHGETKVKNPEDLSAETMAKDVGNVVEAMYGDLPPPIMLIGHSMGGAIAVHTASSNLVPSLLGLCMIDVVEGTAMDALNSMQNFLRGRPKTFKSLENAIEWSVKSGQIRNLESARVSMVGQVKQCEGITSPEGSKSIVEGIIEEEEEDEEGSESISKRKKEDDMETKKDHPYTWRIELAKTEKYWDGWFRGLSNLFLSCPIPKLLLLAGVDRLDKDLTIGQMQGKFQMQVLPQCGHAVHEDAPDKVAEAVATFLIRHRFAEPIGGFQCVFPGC
# MEX-5 binding = MEX-5 zinc finger RNA-binding disruptors – biochemical, C. elegans, fluorescence polarization, MLPCN library, primary screen. Zinc finger protein mex-5 (Caenorhabditis elegans), Q9XUB2. MEX-5/FITC-TCR2 RNA binding; stronger effect = lower value. activity score (negative = inhibition of binding), % at 10 µM. 300,000 tested, 0.38% active. AID 1832, 2009;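 active = inhibition past about -25% in most replicates, and total fluorescence under double the plate's negative control median, limit read from the data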;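 also: 0% = DMSO and -100% = 5 µM competing unlabeled TCR2 RNA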
# Fam108B inh = mouse Fam108B serine hydrolase inhibitors, primary screen, counter-screen for RBBP9 inhibitor project, biochemical, fluorescence polarization; recombinant Fam108B, FP-Rh probe fluorescence polarization; inhibition, % at 9.51 µM; 300,000 tested, 0.33% active;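 active = inhibition above the screen mean inhibition plus 3 SD, computed separately per campaign, cut at about 18% in these data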;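 also: inhibitors lower polarization as less probe binds the enzyme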
# PAD4 FP inh = human PAD4 inhibitors, primary screen, biochemical, fluorescence polarization, 1536-well format | Protein-arginine deiminase type-4 (Homo sapiens), Q9UM07 | 330,000 tested, 0.41% active | recombinant PAD4, RCA probe fluorescence polarization | inhibition, % at 6.36 µM;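 active = percent inhibition above a cutoff equal to the mean of all tested compounds plus 3 SD, cut at about 15% in these data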;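 also: 0% = PAD4 with RCA probe and DMSO and 100% = probe without PAD4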
# MCL1-BIM inh = inhibitors of MCL1 binding to BIM-BH3, primary screen, biochemical, fluorescence polarization; Induced myeloid leukemia cell differentiation protein Mcl-1 (Homo sapiens), Q07820; GST-MCL1 / FITC-Bim-BH3 fluorescence polarization; inhibition, % at 10.9 µM; 320,000 tested, 0.68% active; AID 2057, 2009;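 active = inhibition above the mean inhibition of all tested compounds plus 3 SD, set per campaign, cut at about 40% in these data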;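 also: 0% = DMSO wells and 100% = unlabeled Bim-BH3 peptide control; higher means more loss of mP so more displacement of Bim peptide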
# GLD-1 RNA inh = GLD-1/TGE RNA complex disruptors, primary screen, biochemical, fluorescence polarization; Female germline-specific tumor suppressor gld-1 (Caenorhabditis elegans), Q17339; 320,000 tested, 0.44% active; purified GLD-1 + fluorescein TGE RNA; inhibition, % at 5.96 µM; AID 2280, 2010;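 active = percent inhibition above a per-plate cutoff, the plate mean of test compounds plus 3 SD, cut at about 30% in these data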;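 also: 0% = DMSO wells with GLD-1 and probe and 100% = wells lacking GLD-1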
# Target sequence (Q17339 whole entry, looked up): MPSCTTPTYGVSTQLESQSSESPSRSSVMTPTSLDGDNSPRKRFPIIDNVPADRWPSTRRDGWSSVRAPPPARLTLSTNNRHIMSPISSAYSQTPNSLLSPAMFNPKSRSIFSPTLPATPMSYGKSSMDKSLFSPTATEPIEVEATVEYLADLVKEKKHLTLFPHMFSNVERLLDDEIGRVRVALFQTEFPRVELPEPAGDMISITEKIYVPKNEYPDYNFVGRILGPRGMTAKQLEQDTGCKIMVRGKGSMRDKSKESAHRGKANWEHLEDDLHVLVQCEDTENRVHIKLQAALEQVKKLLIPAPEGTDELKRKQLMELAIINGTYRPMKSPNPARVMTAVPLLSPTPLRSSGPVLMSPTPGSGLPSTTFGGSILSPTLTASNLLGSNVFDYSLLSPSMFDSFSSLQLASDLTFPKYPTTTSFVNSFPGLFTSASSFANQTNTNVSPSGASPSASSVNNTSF
# GSTO1 counter = inhibitors of recombinant GSTO1, primary screen, counter-screen for RBBP9 inhibitor project, biochemical, fluorescence polarization; Glutathione S-transferase omega-1 (Homo sapiens), P78417; activity-based probe fluorescence polarization; inhibition, % at 5.96 µM; 300,000 tested, 1.1% active; AID 1974, 2009;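 active = inhibition above the campaign mean inhibition plus 3 SD, cut at about 35% in these data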;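 also: 0% = GSTO1-1 with DMSO and 100% = wells lacking GSTO1-1 enzyme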
# Target sequence (P78417 whole entry, looked up): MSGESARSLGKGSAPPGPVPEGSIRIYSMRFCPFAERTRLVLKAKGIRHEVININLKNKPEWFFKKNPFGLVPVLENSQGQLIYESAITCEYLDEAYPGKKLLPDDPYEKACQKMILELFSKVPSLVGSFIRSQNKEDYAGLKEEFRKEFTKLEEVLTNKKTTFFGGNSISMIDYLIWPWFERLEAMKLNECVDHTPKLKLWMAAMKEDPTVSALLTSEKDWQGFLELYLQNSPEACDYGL
# BCLXL inh = inhibitors of human Bcl-xL, primary screen, biochemical, fluorescence polarization, HTS. Bcl-2-like protein 1 (Homo sapiens), Q07817. 320,000 tested, 0.7% active. GST-Bcl-xL / FITC-Bim BH3 peptide fluorescence polarization. inhibition, % at 10.9 µM;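 active = inhibition above the mean of all tested compounds plus 3 SD, cutoff set per campaign, cut at about 30% in these data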;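 also: 0% = DMSO wells and 100% = unlabeled Bim-BH3 peptide competitor; inhibitors lower millipolarization by displacing the labeled peptide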
# Active calls of the source: *; . = no result given. Some of the compounds tested (hit frequency here may not be typical).
SMILES,TPT1 inh,PME-1 inh,MEX-5 binding,Fam108B inh,PAD4 FP inh,MCL1-BIM inh,GLD-1 RNA inh,GSTO1 counter,BCLXL inh
Cc1ccc2nc(SC(C)C(=O)NCc3ccc4c(c3)OCO4)[nH]c2c1 (configuration not stated),-3.5,-0.6,-1.6,-0.5,0.3,0.7,0.4,6.5,-2.4
COc1ccc(-c2cc(C(=O)N/N=C/c3cccnc3)c3ccccc3n2)c(OC)c1,-2.9,6.3,-1.0,-1.5,3.9,6.2,-4.2,2.9,3.6
COc1ccc(CCN(C)CC(=O)Nc2ccc(F)c(Cl)c2)cc1OC,-9.9,-3.6,2.9,2.2,0.4,-3.9,-2.3,-0.4,-1.9
COc1cc2c(cc1OC)CN(C(=O)CCOc1ccccc1C)CC2,-1.5,8.2,0.7,-0.7,-4.7,5.3,-3.4,1.1,4.2
CCC(=O)N1CCN(c2ccc(NC(=O)c3ccc4c(c3)OCO4)cc2)CC1,-4.2,5.5,0.3,2.3,-4.1,4.1,-3.0,-7.4,7.9
CCNc1nnc(SCC(=O)c2c(N)n(C3CC3)c(=O)[nH]c2=O)s1,.,-0.9,.,.,0.8,-2.5,0.2,.,-4.4
COc1cc2ccccc2cc1C(=O)Nc1cccnc1,-3.5,-1.9,1.3,2.4,1.3,1.1,2.0,2.6,1.3
CCOC(=O)C1CCCN(Cc2c(C(=O)N3CCCCC3)nc3c(C)cccn23)C1 (configuration not stated),1.6,-3.2,-0.2,3.3,-0.1,3.3,-1.6,-0.1,2.5
O=C(Nc1cccc2c1[nH]c1ccccc12)C(F)(F)F,2.5,-2.4,-1.0,3.1,1.8,1.6,7.5,20.4,-1.5
COCCc1ncc(CN2CCCCC2C(=O)Nc2ccc(Oc3ccccc3)nc2)cn1 (configuration not stated),-4.6,-1.3,1.4,3.8,0.5,6.2,-0.6,-1.3,2.6
O=C(NCCc1ccccc1)C1CCC(CNS(=O)(=O)c2cccc3cccnc23)CC1 (configuration not stated),-0.4,-0.8,2.4,0.5,3.1,1.1,1.8,5.5,3.1
O=C(Nc1cccc(C(=O)O)c1)/C(=C\c1ccc2c(c1)OCO2)NC(=O)c1ccc(Br)cc1,1.3,-1.1,-0.7,-1.5,1.1,-1.9,-0.4,-3.8,-5.2
CCCNS(=O)(=O)c1ccc(OCC(=O)NCCCOC)cc1,-4.5,2.7,-1.1,-7.1,1.3,-5.5,4.0,3.1,-1.0
Cc1ccc(SCC(=O)NC(=O)NC(C)C)c(C)c1,-0.7,5.4,0.7,-2.9,4.8,1.3,3.6,1.1,2.7
CCCCN(C(=O)CSCC(=O)Nc1ccc(C)cc1)c1c(N)n(CCCC)c(=O)[nH]c1=O,-2.7,3.0,-7.0,-0.9,-2.8,6.6,7.2,9.1,9.7
COc1cccc(-c2nc3ccc(C(=O)NC(C)Cc4cccnc4)cc3o2)c1 (configuration not stated),-2.2,6.6,-2.6,-5.2,-2.8,11.1,-0.3,-1.0,6.4
COc1ccc(NCc2nnc(SCC(=O)NCc3ccccc3)n2-c2ccccc2OC)cc1,2.8,1.4,1.9,1.4,0.5,-1.7,3.2,4.2,3.5
Cc1cc(N2CCC(C)CC2)nc(-c2ccccc2O)n1,1.8,-6.7,1.8,1.2,-4.1,2.2,-2.4,-4.7,2.8
N#C/C(=C\c1ccccc1[N+](=O)[O-])C(=O)NC1CCCCC1,-8.0,3.7,0.4,-1.2,-2.3,30.6,26.5,2.8,30.7*
COc1cc2c(C#CCCCO)c(-c3ccc(C#N)cc3)oc(=O)c2cc1OC,.,2.2,.,.,0.6,2.4,5.9,.,3.0
COC(=O)c1ccc(NC(=O)CSCc2ccc(C)cc2)cc1,-5.8,-3.7,3.8,-0.2,-2.4,2.6,7.7,2.9,3.7
C[C@@]12C(=O)N(CCO)CC(=O)N1[C@H](/C=C/c1ccccc1)[C@@H]1C(=O)N(c3ccccc3)C(=O)[C@@H]12,2.2,-2.2,-1.2,-2.8,-0.3,-1.1,6.4,6.7,6.9
COc1ccc(OC)c(CCNC(=O)Cn2nc(C)c3c(C)n(-c4ccc(C)cc4)nc3c2=O)c1,1.4,2.8,-1.7,0.3,-2.6,6.4,-1.0,-2.6,5.9
CC(C)c1onc(C(=O)N2CCN(Cc3ccccc3)CC2)c1[N+](=O)[O-],-0.1,4.0,2.2,1.5,0.8,1.4,2.6,2.5,4.3
CSc1ccccc1OCc1cc(C(=O)NC(C)Cn2cncn2)no1 (configuration not stated),-1.7,-3.0,-1.1,-4.3,-5.8,6.8,8.5,5.5,-0.2
# (cont.)
SMILES,TPT1 inh,PME-1 inh,MEX-5 binding,Fam108B inh,PAD4 FP inh,MCL1-BIM inh,GLD-1 RNA inh,GSTO1 counter,BCLXL inh
COc1ccc(C(CNC(=O)c2cccc(S(=O)(=O)NCc3ccccc3)c2)N(C)C)cc1 (configuration not stated),-0.9,5.4,0.0,3.0,-3.0,0.0,-4.5,-4.7,1.1
Cc1cc(C)cc(-n2ncc3c2CCCC3NC(=O)c2cc(C)oc2C)c1 (configuration not stated),-2.0,-10.2,1.2,-1.5,0.6,-1.1,-3.5,-3.2,0.9
Cc1ccc(NC(=O)CSCC(=O)NCCc2ccccc2)c(C)c1,.,3.1,.,.,-2.9,4.1,0.2,.,7.6
Cc1cc(C(=O)COc2ccc(-c3nnco3)cc2)c(C)n1Cc1ccccc1,7.0,1.0,1.3,-5.8,-1.8,-6.1,6.3,-11.7,-2.5
Cn1c(NCc2cccnc2)nc2c1c(=O)n(Cc1ccccc1F)c(=O)n2C,0.2,0.8,-0.7,3.5,-3.5,0.3,2.0,-1.7,8.0
CCc1ccc2c(c1)C(c1ccc([N+](=O)[O-])cc1)=NNC(c1ccc(Br)cc1)=N2,-1.6,-5.8,0.6,-4.5,-0.8,-2.9,-4.7,-6.9,2.4
N#Cc1ccccc1S(=O)(=O)N1CCN(C(=O)CN2CCCSc3ccccc32)CC1,.,0.8,.,.,3.0,-1.1,1.3,.,2.3
CCCCn1c(N)c(N(CC)C(=O)C2CCC2)c(=O)[nH]c1=O,.,3.6,.,.,1.1,-14.5,7.2,.,-11.0
CCc1ccc(-c2cc(C)no2)cc1S(=O)(=O)N1CCN(c2cc(C)ccc2C)CC1,3.0,-2.1,1.6,-4.7,3.1,-0.3,-7.0,1.5,3.7
c1ccc(Cn2nnnc2C(c2cccs2)N2CCSCC2)cc1 (configuration not stated),-3.2,5.3,1.0,0.7,-0.1,6.0,7.0,0.6,3.2
Cc1cc([N+](=O)[O-])ccc1NC(=O)CCC(=O)N1CCCCCC1,-3.6,0.6,-0.5,-0.2,-1.5,-11.2,3.3,-0.4,-0.5
COc1ccc(/C=N\N=C2/SC(CC(=O)O)C(=O)N2c2ccc(O)cc2)cc1OC (configuration not stated),-1.6,-9.8,-0.8,-1.0,7.3,-6.7,11.4,-2.7,2.7
Cc1ccc(C(=O)N2CC(=O)Nc3ccc(F)cc3C2c2ccc(F)cc2)cc1 (configuration not stated),-6.0,2.4,0.2,0.1,0.2,4.9,-1.6,-1.7,3.1
CC1=N/C(=C\c2ccc([N+](=O)[O-])cc2)C(=O)N1c1ccc(Cl)cc1,2.8,-0.5,-4.0,-1.5,-7.0,-2.6,-0.1,0.0,1.9
COC(=O)CSc1nnc(C)c(=O)[nH]1,-4.2,-3.3,2.8,-0.3,-4.5,1.2,0.3,-5.2,6.4
Cc1ccc(NC(=O)COC(=O)c2cccc(N3C(=O)c4ccccc4C3=O)c2)cc1,-3.2,2.8,0.7,-3.9,-0.5,7.3,2.2,-2.2,5.0
O=C(CSc1n[nH]c(-c2cccs2)n1)NCCc1ccccc1,-2.0,-1.3,1.9,6.5,3.3,-4.2,2.6,-3.4,-8.9
Cc1ccc(C(=O)NC2CCN(C(=O)Nc3ccc(F)cc3)CC2)cc1,-4.0,-1.7,-0.6,-0.7,-2.7,4.5,4.1,-4.5,0.1
O=C(Nc1nccs1)C1CCN(S(=O)(=O)c2ccc3c(c2)OCCCO3)CC1,-1.9,-1.2,2.4,6.8,-3.4,4.1,-1.8,8.5,9.0
COc1ccc(C(=O)Nn2c(C)nc3ccccc3c2=O)cc1[N+](=O)[O-],2.2,-6.0,-1.0,5.1,0.3,-7.6,-4.8,3.1,1.9
CN1CCN(C(=O)C2=C[C@H](c3coc4ccccc4c3=O)C[C@H](OCc3ccc(CO)cc3)O2)CC1,-0.3,0.5,-1.2,1.1,-4.1,-4.4,-1.0,-0.7,-0.1
Cc1oc2cc(O)ccc2c(=O)c1N1C(=O)c2ccccc2C1=O,-4.4,-4.0,-1.8,4.3,0.9,0.8,5.7,-6.0,3.8
CCc1ccccc1N(CC)C(=O)c1cn(C)c(=O)c2cc(OC)c(OC)cc12,0.7,-0.1,2.8,2.8,13.3,-0.2,2.5,5.9,-1.3
CC(C)N1CCN(Cc2ccc(C#CCCO)cc2)CC1CCO (configuration not stated),0.0,-4.3,0.2,-0.1,3.1,6.7,3.6,-4.5,-0.5
CCCCOCCCNS(=O)(=O)c1ccccc1,1.3,-6.7,1.4,2.8,1.2,5.8,1.8,5.1,6.7
# More records:
SMILES,TPT1 inh,PME-1 inh,MEX-5 binding,Fam108B inh,PAD4 FP inh,MCL1-BIM inh,GLD-1 RNA inh,GSTO1 counter,BCLXL inh
CCS(=O)(=O)n1nc(-c2ccc(Cl)cc2)nc1SC,-1.3,-2.3,-0.8,-2.4,-1.1,6.4,2.2,3.1,1.7
Cc1ccc(NC(=O)COc2ccccc2C(=O)Nc2ccccc2)cc1Cl,-4.3,-38.0,0.6,-21.2,-2.2,1.8,6.0,-0.8,-0.5
CC1CCCCN1S(=O)(=O)c1ccc(S(=O)(=O)NCCc2ccncc2)cc1 (configuration not stated),-0.1,0.4,-4.3,-3.0,-3.0,11.2,4.3,4.0,2.7
O=C(CN(c1ccc(F)cc1)S(=O)(=O)c1ccc2c(c1)OCCO2)NCc1ccccn1,3.5,3.3,1.1,-3.2,-1.2,-3.4,15.4,10.3,-3.5
O=C1COc2ccc(S(=O)(=O)CCC(=O)N3CCN(c4cccc(Cl)c4)CC3)cc2N1,-0.8,-6.3,-1.8,-2.3,0.6,0.6,3.7,11.7,6.8
Cc1cc2ccccc2nc1SCC(=O)NC1CCCCC1,-1.6,-3.5,-1.2,-5.6,-2.8,-1.5,0.2,-21.6,-1.7
Cc1c(C(=O)N2CC(C)OC(C)C2)sc2nc(-c3ccccc3)cn12 (configuration not stated),1.9,6.0,0.8,0.8,0.0,-0.7,-1.4,2.7,-0.8
CCC(=O)Nc1ccc(C(=O)NCc2ccccn2)cc1,1.1,-3.5,-0.4,-2.6,-3.0,-2.6,-0.8,-4.3,5.2
COc1cccc(C(=O)Nc2nnc(S(=O)(=O)N3CCOCC3)s2)c1,-5.8,-8.8,-0.2,1.3,1.9,-0.2,9.4,-23.6,-0.5
OCC1(CCCc2ccccc2)CCN(C2CCSCC2)CC1,4.1,-0.1,-1.2,-8.9,-7.7,5.2,2.8,1.5,4.7

# Source: PubChem BioAssay
